# Screens from PubChem BioAssay.
# RSV CPE inhibition – RSV antiviral activity via CPE protection, HEp-2 cells, primary 10 µM value included (AID 2391); CPE inhibition, % at 10 µM; hits with a dose series show IC50 in µM; HEp-2 cells, RSV-induced CPE inhibition; higher % means a stronger effect; hit rate 0.13% among 310,000; in the data active = a potency from the dose series; inconclusive = CPE inhibition mostly from about 23% at the one dose, without a potency; inactive = the rest, 99 in 100 with CPE inhibition below about 21%; note: strong numbers were not always called active
# SV40 large T antigen – SV40 large T antigen inhibitors, biochemical (AID 1903). inhibition, % at 20 µM; hits with a dose series show IC50 in µM. SV40 large T antigen ATPase/helicase inhibition assay; higher % means a stronger effect. hit rate 0.39% among 310,000; in the data active = a potency from the dose series; inconclusive = inhibition mostly from about 32% at the one dose, without a potency; inactive = the rest, 99 in 100 with inhibition below about 32%; note: strong numbers were not always called active
# GPR55 LPI antagonism – GPR55 antagonists blocking LPI-driven arrestin recruitment, primary screen, imaging, U2OS, beta-arrestin-GFP, LPI agonist (AID 2013); G-protein coupled receptor 55 (Homo sapiens); U2OS GPR55 beta-arrestin-GFP translocation imaging, LPI antagonism; higher % means a stronger effect; one-dose inhibition, % at 10 µM; IC50 in µM for titrated hits; hit rate 0.13% among 290,000;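 active = spots per cell inhibited over 60%, with over 100 cells counted and total cytoplasm intensity under 500,000; inconclusive = wells with under 100 cells, flagged as likely toxic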;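 note: U2OS cells stably carrying GPR55 and arrestin-GFP stimulated by 5 µM LPI near EC80; imaged beta-arrestin-GFP aggregate spots per cell after agonist stimulation; plate controls were LPI-stimulated DMSO wells for no effect and DMSO wells without LPI for full effect; some results filed as inactive read as strong as hits; confirmed hits need IC50 under 10 µM and bright autofluorescent wells are also inconclusive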
# HIV fusion peptide – inhibitors of HIV fusion peptide binding, primary screen, biochemical, uHTS, fluorescence dequenching (AID 1986). hit rate 0.3% among 290,000. cell-free peptide binding, fluorescence dequenching, 30 min; higher % means a stronger effect. one-dose inhibition, % at 20 µM; IC50 in µM for titrated hits; in the data active = inhibition mostly above about 52%, no sharp cut-off; inactive = mostly below about 76%; note: some results filed as inactive read as strong as hits
# Dengue-2 NS5 capping – Dengue-2 NS5 methyltransferase inhibitors, primary screen, biochemical, confirmation dose response (AID 588689). Dengue-2 NS5 methyltransferase capping enzyme assay, biochemical; higher % means a stronger effect. inhibition, % at 25 µM, or IC50 in µM where a hit was titrated. hit rate 0.3% among 340,000; in the data active = a potency from the dose series; inconclusive = inhibition above about 29% without an active follow-up result
# Rac1 GTP hydrolysis – MgcRacGAP GTPase-activating activity inhibitors, confirmation, biochemical, ADP Hunter fluorescence; Rac GTPase-activating protein 1 (Homo sapiens); MgcRacGAP-stimulated Rac1 GTP hydrolysis, ADP Hunter fluorescence; higher % means a stronger effect; GST-tagged Rac1 F28L mutant substrate; inhibition, % at 30 µM, or IC50 in µM where a hit was titrated; hit rate 0.6% among 340,000;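 active = first-screen hits whose inhibition reached a set limit at any dose in the follow-up dose series; inconclusive = inhibition above the set first-screen limit but never retested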;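 note: fluorescence reports GDP produced by GAP-driven GTP hydrolysis; strong numbers were not always called active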
# GPR35 arrestin U2OS – GPR35 antagonists blocking zaprinast-driven arrestin recruitment, primary screen, imaging, U2OS, beta-arrestin-GFP, zaprinast agonist (AID 2058); U2OS GPR35 beta-arrestin-GFP translocation imaging, zaprinast antagonism; higher % means a stronger effect; one-dose inhibition, % at 10 µM; IC50 in µM for titrated hits; hit rate 0.052% among 290,000;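 active = inhibition of at least 50% with at least 30 cells and total cytoplasm GFP at most 10,000,000; inconclusive = under 30 cells or total GFP of 10,000,000 plus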
# K1F lysis inhibition – inhibition of K1F phage lysis, E. coli UTI89, bacterial capsule biogenesis inhibitors, alamar blue (AID 488966); E. coli UTI89 K1F phage lysis, alamar blue, 2 h; higher % means a stronger effect; one-dose inhibition, % at 100 µM; IC50 in µM for titrated hits; hit rate 0.02% among 340,000;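 active = phage lysis inhibition, versus mean bacterial control, above a set limit; inconclusive = no clear call, values can overlap the other calls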;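 note: capsule biogenesis inhibitors block K1F phage lysis so surviving cells raise fluorescence; higher fluorescence means more inhibition of phage lysis; actives were called in the ten point dose series up to 300 µM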
# Salmonella PhoP GFP – inhibitors of PhoP regulon expression, primary screen, Salmonella Typhimurium, GFP reporter (AID 1863); S. Typhimurium PhoP-regulated promoter GFP reporter, 4 h; higher % means a stronger effect; one-dose inhibition, % at 50 µM; IC50 in µM for titrated hits; hit rate 0.16% among 300,000;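 active = inhibition over 29.93%, a cutoff 3 SD above the screen mean, later confirmed by dose response; inconclusive = inhibition over 29.93% but no dose response follow-up; inactive = inhibition at most 29.93% or unconfirmed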;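 note: 0% = low Mg2+ inducing control and 100% = high Mg2+ repressing control; strong numbers were not always called active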
# Dengue-2 NS5 capping pilot replicate – further read-out of Dengue-2 NS5 capping, marked with its call; inhibition, %; measured here: pilot screen replicate inhibition
# Active calls of the source: *; ? = inconclusive; . = no result given; [ ] = another dose, or the depositor's remark.
SMILES,RSV CPE inhibition,SV40 large T antigen,GPR55 LPI antagonism,HIV fusion peptide,Dengue-2 NS5 capping,Rac1 GTP hydrolysis,GPR35 arrestin U2OS,K1F lysis inhibition,Salmonella PhoP GFP,others
COc1ccc(C(=O)Oc2ccc(F)cc2C(=O)/C=C/c2ccc(OC)c(OC)c2)cc1,5.9%,10%,4%,-0.2%,-7%,9%,-8%,1.2%,-12%,
C=CCn1c(=O)c(C(=O)NC(C)c2ccccc2)c(O)c2ccccc21 (configuration not stated),4.9%,6%,-22%,3.9%,3%,13%,11%,0.1%,2%,
COC(=O)C(CCSC)NC(=O)Cn1ncc2c(=O)oc3ccc(C)cc3c21 (configuration not stated),0.3%,4%,1%,1.7%,0%,11%,4%,-1.5%,-9%,
O=C(Nc1ccc2c(c1)OCO2)c1ccc(COc2ccc3c(c2)CCC3)o1,14%,10%,11%,-1.3%,-2%,2%,-12%,-0.3%[50 µM],-7%,
O=C(CN(c1cccc([N+](=O)[O-])c1)S(=O)(=O)c1ccccc1)N1CCCCC1,1.3%,12%,2%,-1.0%,-3%,6%,-2%,0.0%,-5%,
CCCCOC(=O)Nc1nnc(COc2ccccc2)s1,2.0%,16%,-7%,-0.7%,-6%,3%,5%,2.4%,2%,
Cc1cccc(N2CCN(C(=O)c3ccc(N4CCCC4=O)cc3)CC2)c1C,14%,3%,2%,-0.3%,-5%,0%,-4%,2.0%,-2%,
CC(=O)NNC(=S)NC(=O)C(c1ccccc1)c1ccccc1,1.4%,9%,12%,0.6%,-12%,6%,4%,0.0%,.,
CC(=O)NNC(=S)NCCc1ccccc1,-0.3%,13%,3%,0.3%,-1%,8%,0%,0.0%,-9%,
O=C1c2ccccc2NC(c2ccccc2)N1c1ccc(O)cc1 (configuration not stated),1.9%,6%,-2%,0.3%,-8%,16%,-7%,0.3%,-1%,
CCN(CC(=O)Nc1ccc(OC)c(Cl)c1)CC(=O)NC(C)C,0.7%,8%,9%,1.2%,2%,-12%,10%,0.2%,-3%,
NC(=O)c1sc2nc(-c3cccs3)ccc2c1N,-1.6%,18%,-2%,5.4%,-9%,11%,-1%,0.7%,7%,
COc1cc(C)c(C)cc1S(=O)(=O)N1CCN(Cc2ccccc2)CC1,-0.2%,2%,-1%,-0.9%,-1%,2%,-10%,0.7%,-3%,
Cn1nnnc1SCc1cc(=O)n2ccsc2n1,2.1%,8%,4%,2.6%,-1%,8%,12%,0.4%,-6%,
CCN(CC)c1ccc(NC(=O)Cn2c(C(C)NC(=O)c3ccccc3)nc3ccccc32)cc1 (configuration not stated),0.5%,3%,10%,-10%,1%,9%,-4%,2.3%,7%,
Cn1c(=O)n(C)c2cc(NC(=O)COc3ccc(F)cc3F)ccc21,11%,12%,10%,-0.4%,-1%,14%,-10%,0.1%,-3%,
O=C(COc1ccc(/C=N/NC(=O)c2ccncc2)cc1)Nc1ccc([N+](=O)[O-])cc1,0.4%,3%,3%,4.2%,5%,4%,-2%,0.2%,2%,
COc1ccc(CCNC(=O)Cn2nnc(-c3cccc(OC)c3OC)n2)cc1OC,0.2%,3%,9%,3.4%,-5%,6%,4%,0.2%,-11%,
CCOc1ccc(C2c3c(oc4ccccc4c3=O)C(=O)N2c2ccc(C)cn2)cc1OC (configuration not stated),1.6%,5%,6%,-3.7%,1%,-7%,-9%,-2.1%,4%,
NC(=O)C1CCN(C(=O)COc2ccc(S(=O)(=O)NCc3ccccc3)cc2Cl)CC1,0.2%,9%,8%,0.9%,-3%,7%,-3%,1.2%,-9%,
CN1CCN(S(=O)(=O)c2cccc(C(=O)Nc3nc(-c4ccccc4)cs3)c2)CC1,0.1%,11%,-11%,-4.4%,-9%,3%,3%,0.6%,3%,
Cc1ccc(F)c([C@H]2C3C=CCC(c4ccccc4)C3C(=O)N2Cc2ccccc2)c1 (some centres not stated),-3.9%,8%,32%,1.9%,-3%,-6%,12%,2.5%,-3%,
O=C(NCc1nnc(SCC(=O)N2CCCC2)o1)c1ccccc1F,2.1%,12%,-4%,-1.5%,-1%,4%,-5%,-0.1%,1%,
CCOc1ccc2nc(SCCNS(=O)(=O)c3ccccc3)sc2c1,14%,8%,11%,6.2%,-5%,4%,1%,-1.8%,18%,
CC(C)Oc1cccc(-c2nnc(SCC(=O)Nc3ccc4c(c3)OCCO4)n2N)c1,0.5%,7%,8%,-1.1%,-2%,0%,5%,0.1%,-2%,
COc1cccc(CC2(CO)CCN(Cc3cccn3-c3cccnc3)CC2)c1,-1.4%,28%,10%,-0.7%,-14%,0%,8%,0.8%,-7%,
CCCCN1C(=O)C(=O)N(CC(=O)Nc2sc(C)c(C)c2C(=O)OC)C1=O,2.3%,.,.,.,1%,11%,.,0.1%[50 µM],.,
Cc1cc(C(=O)NCc2cccs2)n(-c2ccccc2)n1,1.8%,7%,4%,0.5%,-4%,16%,1%,3.8%,5%,
COc1ccc2sc(-c3ccc(N(C)C)cc3)c(C#CCO)c2c1,3.7%,.,.,.,-2%,11%,.,-0.8%,.,
O=C(CSc1nc(=O)n2ccccc2n1)N1CCCc2ccccc21,-2.1%,20%,.,.,-10%,7%,.,1.3%[50 µM],1%,
COc1ccc(NC(=O)CCc2ccccc2)cc1S(=O)(=O)N1CCCCC1,0.5%,.,.,.,-11%,4%,.,0.4%[50 µM],.,
O=C(CSc1nnc(NC(=O)c2cccc(Cl)c2)s1)NCC1CCCO1 (configuration not stated),0.6%,8%,0%,1.7%,-5%,6%,4%,-0.1%,-9%,
COc1ccc(C2C(C(=O)c3ccccc3)=C(C)Nc3nc4ccccc4n32)c(OC)c1 (configuration not stated),0.9%,10%,28%,3.4%,-1%,13%,-4%,-0.9%,-9%,
CC(C)[C@H](NC(=O)N1CCn2c1nc1ccccc12)C(=O)N[C@H](C(=O)O)c1ccccc1,1.6%,.,8%,0.5%,-1%,-3%,-7%,2.4%,.,
O=C(COc1ccccc1)N(Cc1ccccc1)c1nc(-c2ccccc2)cs1,2.9%,8%,8%,-1.7%,-9%,2%,-7%,-0.4%,-7%,Dengue-2 NS5 capping pilot replicate=-3.3
Cn1c(N)c(C(=O)CN2CCc3ccccc3C2)c(=O)n(C)c1=O,1.3%,11%,1%,0.9%,-2%,-6%,7%,-0.2%,6%,
COc1ccccc1-n1nnnc1SCC(=O)N1CCCC1=O,2.8%,6%,8%,2.2%,-5%,5%,-16%,0.1%,-1%,
O=C(CCN1C(=O)/C(=C/c2ccccc2F)SC1=S)NCCCN1CCOCC1,1.3%,9%,8%,0.2%,-13%,14%,-4%,0.3%,-10%,
COc1cccc(NC(=O)C(Sc2nnc(-c3ccncc3)n2-c2ccc(Cl)cc2)c2ccccc2)c1 (configuration not stated),?,-1%,3%,-0.7%,0%,17%,20%,3.8%,?,
CC(=O)c1ccc(C(=O)N2CCCC(Nc3ccc(C(C)C)cc3)C2)s1 (configuration not stated),18%,13%,6%,-1.0%,-6%,-46%,0%,-0.3%,1%,
CCc1nn(CC(=O)NCCCN(C)C2CCCCC2)c(=O)c2cc3occc3n12,1.2%,11%,2%,1.8%,-4%,12%,0%,0.1%,-7%,
Cc1ccc(-c2sc(C(=O)NN)c(C)c2C#N)cc1,?,2%,9%,-1.3%,-6%,2%,14%,7.6%,-6%,
CCOP(=O)(OCC)C(Nc1ccccc1)c1cccnc1 (configuration not stated),0.9%,15%,-9%,0.7%,-7%,3%,-3%,-0.9%,-12%,
COc1cccc(NC(=O)CSc2nnc(-c3ccoc3C)n2-c2ccccc2)c1,8.8%,3%,-6%,0.0%,.,.,-9%,.,-4%,
COc1cc2c(cc1OC)C(C(=O)O)C(c1ccc(C)o1)N(C)C2=O (configuration not stated),0.7%,10%,10%,-2.7%,-5%,7%,5%,-1.6%,-23%,
O=C(CCn1c(=O)sc2ccccc21)Nc1nc2ccccc2s1,7.7%,3%,-19%,0.8%,-7%,15%,-13%,1.6%,11%,
O=C(COc1ccc(Cl)cc1)Nc1c(-c2cccs2)nc2ccccn12,0.8%,22%,3%,-1.7%,4%,10%,-2%,-0.4%,-1%,
CCN1CCN(CC(=O)N2N=C(c3cccs3)CC2c2ccc(OC)cc2)C(=O)C1=O (configuration not stated),0.6%,-2%,4%,-1.7%,0%,8%,13%,0.5%,5%,
Cc1c(C(=O)Nc2ccc(C(=O)O)cc2)cnn1C,1.0%,10%,19%,-1.4%,2%,10%,8%,0.4%,-28%,
CN(c1ccccc1)S(=O)(=O)c1cccc(C(=O)Nc2nn[nH]n2)c1,0.1%,10%,-2%,-0.3%,3%,9%,0%,0.0%,-14%,
COc1ccccc1NC(=O)COc1ccc(C(F)(F)F)cc1[N+](=O)[O-],4.1%,.,.,.,7%,5%,.,-3.4%,.,
Cc1cc(NC(=O)C(C)SCC(=O)Nc2ccc(Br)cc2Br)no1 (configuration not stated),0.9%,4%,.,.,-1%,7%,.,2.5%[50 µM],-2%,
S=c1[nH]nc(-c2ccco2)n1/N=C/c1ccc(Cl)c(Cl)c1,1.0%,14%,8%,6.3%,12%,7%,-10%,-3.7%[50 µM],-10%,
Cn1c(=O)c([N+](=O)[O-])c(NCC(O)c2ccccc2)c2ccccc21 (configuration not stated),4.7%,21%,3%,-0.5%,-6%,10%,5%,-1.9%,5%,
CCc1c(C)sc(NC(=O)c2cc(-c3cc(OC)ccc3OC)on2)c1C#N,-2.4%,-2%,9%,-1.9%,-1%,-2%,14%,0.7%,-21%,
Nc1c(C(=O)NC2CC2)c2nc3ccccc3nc2n1-c1ccc2c(c1)OCO2,0.8%,12%,-6%,-6.2%,11%,9%,0%,0.1%,-15%,
